# Screening data deposited in PubChem by National Center for Advancing Translational Sciences (NCATS).
# MBNL1-CUG inh – qHTS Assay for Inhibitors of MBNL1-poly(CUG) RNA binding. TR-FRET MBNL1-His/biotin-(CUG)12 binding, 665/545 ratio. Potency, µM (top dose mostly 57.5 µM), for inactives: at the highest dose activity change, negative = inhibition, usual class: inhibitors. 0.036% of 280,000 active; active = well fitted inhibition curve with a large enough effect in the signal ratio, with a control signal flat, not every such curve was filed as active; inconclusive = small, poorly fitted or top-dose-only effect, or effect the other way, or a change in a side signal; inactive = no such curve, though single readings can be large or run the other way; the % refers to the signal ratio; note: potency is the fitted concentration of half-maximal effect; % is set by controls: 0 for no effect and ±100 for the full control effect
#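 Compound titration spanned 92 nM–58 uM against the MBNL1-His/biotin-(CUG)12 complex. After 60 min at room temperature with 5 nM streptavidin-XL665 and 0.055 ng/ul terbium anti-His, ratiometric 665/545 nm emission (Ex 340 nm) normalized to controls.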
# a7 integrin act – qHTS for Activators of Integrin-Mediated Alleviation for Muscular Dystrophy; Potency, µM (series often up to 38.3 µM), for inactives: at the top dose activation, actives largely listed as activators; AID 624291, 2012; alpha7betagal myoblasts, beta-gal FDG fluorescence, 48 h; 0.064% of 350,000 active;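 note: potency is the fitted concentration of half-maximal effect; 100% = response of the positive control SU9516; nearly all actives have a fitted effect of over 60% in size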
#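 alpha7betagal+/- myoblasts (passage 13, 250/well) treated 48 h at 37C with compounds at 1:260 dilution of DMSO stock. Lysed, then beta-galactosidase activity read as FDG fluorescence (ex 480/em 540) after 30 min, with pre-read for autofluorescence.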
# TRPV1 ag – HTS Assay for Compounds that Act as Agonists of the Vanilloid Receptor 1. Transient receptor potential cation channel subfamily V member 1 (Homo sapiens), Q8NER1. TRPV1-expressing cells, Fluo-8 calcium influx, agonist mode. activation, % at 8.33 µM. 0.19% of 320,000 active. AID 540275, 2011; in the data active = activation above about 80%; inconclusive = between about 30% and that limit; note: 0% is about no effect
#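 TRPV1-expressing cells were cultured overnight at 35.5C and loaded with Fluo-8 calcium dye for 40 to 90 min at room temperature. After a 10 s baseline, compound was added and calcium influx was read kinetically for 3 min (ex 480/em 520 nm).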
# A-T KAP1 phos – qHTS Assay for Identifying a Potential Treatment of Ataxia-Telangiectasia; […] A-T fibroblasts, KAP-1 phosphorylation AlphaLISA; neocarzinostatin DNA damage 30 min before lysis; Potency, µM (titrated, usually from 57.5 µM), for inactives: at the top dose activation, hits mostly activators; 0.19% of 320,000 active; note: potency is the fitted concentration of half-maximal effect; % of control where 0% means no effect; nearly all actives have a fitted effect of over 45% in size
#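 ATM-like activity read as KAP-1 phosphorylation via AlphaLISA donor/acceptor antibody pairs after lysis and 6 hr at 25C. Cells were ATM-null patient fibroblasts ([…], hTERT), dosed 60 min, then exposed to the DSB inducer NCS for 30 min.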
# ASM inhibitor – Inhibitors of Secretory Acid Sphingomyelinase (S-ASM): qHTS | Sphingomyelin phosphodiesterase (Homo sapiens), P17405 | placental ASM, HMU-PC fluorogenic substrate, 60 min | Potency, µM (highest dose often 57.5 µM), for the others: at the highest dose activity change, negative = inhibition, actives largely listed as inhibitors | 0.006% of 340,000 active | AID 504937, 2011; note: potency is the fitted concentration of half-maximal effect
# Target sequence (P17405 47-631 limits assumed): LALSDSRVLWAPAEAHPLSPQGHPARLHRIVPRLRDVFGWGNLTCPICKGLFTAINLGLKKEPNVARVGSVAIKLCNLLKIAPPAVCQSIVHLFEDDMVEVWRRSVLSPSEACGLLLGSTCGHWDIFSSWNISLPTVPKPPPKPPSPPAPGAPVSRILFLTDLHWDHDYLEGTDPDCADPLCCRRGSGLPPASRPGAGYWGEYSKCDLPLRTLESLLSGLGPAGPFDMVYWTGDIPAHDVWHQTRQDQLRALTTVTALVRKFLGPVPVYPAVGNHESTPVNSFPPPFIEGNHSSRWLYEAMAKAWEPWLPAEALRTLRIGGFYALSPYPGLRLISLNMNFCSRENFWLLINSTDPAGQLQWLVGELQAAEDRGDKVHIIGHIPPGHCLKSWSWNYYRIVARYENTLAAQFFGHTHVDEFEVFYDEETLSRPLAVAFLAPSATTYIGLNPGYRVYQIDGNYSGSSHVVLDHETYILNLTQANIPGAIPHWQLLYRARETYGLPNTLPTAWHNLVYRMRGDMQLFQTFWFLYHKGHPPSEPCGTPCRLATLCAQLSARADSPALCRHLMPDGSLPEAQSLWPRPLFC
#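 Steps: dispense placental human ASM, pin compound, wait 10 min at room temperature, add HMU-PC0 substrate at 9 uM final, incubate 60 min at 37 °C, add stop solution raising pH to 10, read fluorescence.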
# MLL CXXC-DNA inh – qHTS Fluorescence Polarization Assay for Inhibitors of MLL CXXC domain - DNA interaction | 0.037% of 290,000 active | MLL-CXXC / FITC-HOXA9 DNA fluorescence polarization | Potency, µM (top dose mostly 115 µM), for the others: at the top dose activity change, negative = inhibition, usual class: inhibitors | Histone-lysine N-methyltransferase 2A (Homo sapiens), Q03164 | AID 2662, 2010; active = well fitted inhibition curve with a large enough effect in the polarisation, with a control signal flat, not every such curve was filed as active; inconclusive = small, poorly fitted or top-dose-only effect, or effect the other way, or a change in a side signal; inactive = no such curve, though single readings can be large or run the other way; the % refers to the polarisation; note: potency is the fitted concentration of half-maximal effect
#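 Fluorescence polarization: 7 uM MLL-CXXC (stock) preincubated 5 min with compounds, then 50 nM fluorescein-HOX-A9 DNA (stock) added; 30 min ambient. Buffer 50 mM Tris-HCl pH 7.5, 50 mM NaCl, 1 mM DTT, 0.05% BSA.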
# Coupling enz – qHTS Assay for Inhibitors of Fructose-1,6-bisphosphate Aldolase from Giardia Lamblia: Coupling assay counterscreen | coupling enzyme system counterscreen, AmpLite Red fluorescence | activity change, negative = inhibition, % at 58.2 µM, hits read low | 0.67% of 290,000 active | AID 2472, 2010; in the data active = activity change below about -30%; note: % is set by controls: 0 for no effect and ±100 for the full control effect
#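 Final compound at 57.5 uM, incubated 10 min at RT with coupling enzyme reagent (glyceraldehyde-3-phosphate), then 20 min with substrate and AmpLite Red detection. Fluorescence read at 525/598 nm; tests interference with the coupling assay, not aldolase inhibition.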
# hERG WT inh – qHTS for Inhibitors of KCHN2 3.1: Wildtype qHTS; Voltage-gated inwardly rectifying potassium channel KCNH2 (Homo sapiens), Q12809; U2OS, BacMam KCNH2, thallium flux FluxOr; active compounds read low; activity change, % at 1.84 µM; 0.37% of 340,000 active;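 active = maximum activity change below -70%; inconclusive = maximum activity change between -70% and -50%; inactive = maximum activity change above -50%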; note: % is set by controls: 0 for no effect and ±100 for the full control effect
#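 U2OS cells were transduced with wild-type KCNH2 virus (2.03 x 10^8 / mL) for 4 h at room temperature, then cultured overnight at 37 C. Thallium flux was read with FluxOr dye. Rate constants were normalized to DMSO controls.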
# KCNH2 3.1 block – qHTS for Inhibitors of KCHN2 3.1: Mutant qHTS; Potassium voltage-gated channel subfamily H member 2, brain isoform KCNH2 3.1 (human); U2OS KCNH2 3.1, thallium flux FluxOr; active compounds read low; activity change, % (tested at about 1.8 µM); 0.95% of 340,000 active; AID 720553, 2013;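 active = maximum activity change below -70%; inconclusive = maximum activity change from -70% to -50%; inactive = maximum activity change above -50%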;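 note: thallium influx rate constant from kinetic fluorescence after stimulation buffer; % is set by controls: 0 for no effect and ±100 for the full control effect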
#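 Virally transduced U2OS (3.1 isoform, 4 h infection in dark at RT) → overnight 37 C → FluxOr + Red40 in HBSS/HEPES, 45 min → stimulation buffer, 2 min kinetic read → rate constant vs DMSO controls.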
# GALK inhibitor – qHTS Assay for Inhibitors of Human Galactokinase (GALK); AID 1868, 2009; Purified GALK, Kinase-Glo residual ATP luminescence; 0.007% of 270,000 active; Potency, µM (doses to about 57.5 µM), for the others: at the highest dose activity change, negative = inhibition, hits mostly inhibitors; note: potency is the fitted concentration of half-maximal effect; % is set by controls: 0 for no effect and ±100 for the full control effect
# Target sequence (P51570 whole entry, looked up): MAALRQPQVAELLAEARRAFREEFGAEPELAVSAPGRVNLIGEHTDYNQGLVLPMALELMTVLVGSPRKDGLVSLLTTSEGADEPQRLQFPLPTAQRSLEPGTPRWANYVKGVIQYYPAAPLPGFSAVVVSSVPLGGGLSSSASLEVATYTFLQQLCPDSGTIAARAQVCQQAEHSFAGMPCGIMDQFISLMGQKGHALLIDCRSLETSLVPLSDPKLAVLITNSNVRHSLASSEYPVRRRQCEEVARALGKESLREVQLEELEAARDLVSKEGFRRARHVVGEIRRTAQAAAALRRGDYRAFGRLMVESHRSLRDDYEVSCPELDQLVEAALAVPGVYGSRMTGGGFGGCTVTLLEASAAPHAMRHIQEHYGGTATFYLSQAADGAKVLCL
#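 Human GALK (5 nM) with 35 uM ATP and 100 uM galactose in 20 mM HEPES pH 8.0, 5 mM MgCl2, 60 mM NaCl, 1 mM DTT, 0.01% BSA. After 1 h at room temperature, leftover ATP was read by Kinase-Glo Plus luminescence.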
# An asterisk follows results filed as active; ? = inconclusive; / = no result given; [ ] = another dose, or the depositor's remark. Unless noted, calls come from the whole dose curve; as a rule, active = well fitted curve in the direction sought with a large enough effect; inconclusive = small, poorly fitted or top-dose-only effect, or another doubt; inactive = no such curve, though single readings can be large; an effect the other way counts as inactive or inconclusive. This is a random part of the collection. Share with any hit: about 2%.
[1] COCCCNC(=O)CCc1ccccc1
[2] O=C(O)Cc1ccc(NC(=O)C2CC=CCC2C(=O)O)cc1 (stereo not given)
[3] COc1cc2c(cc1OC)C(C)N(C(=O)Nc1ccccc1)CC2 (stereo not given)
[4] Cc1nn(C)c(=S)[nH]c1=S
[5] O=C(CSCc1ccc(Cl)cc1)Nc1ccc2c(c1)OCO2
[6] CCSc1nc2c(c(=O)[nH]c(=O)n2C)n1C
[7] COC(=O)c1ccc(NC(=O)CSc2nncn2-c2cccnc2)cc1
[8] CCc1c(C)nc2ncnn2c1Nc1ccccc1C
Compound	1	2	3	4	5	6	7	8
a7 integrin act	-1%	/	?	13%	4%	5%	4%	-21%
Coupling enz	4	2	-1	/	-3	0	0	2
ASM inhibitor	3%	/	5%	-1%	0%	2%	-2%	2%
MLL CXXC-DNA inh	-7%	1%	-3%	/	0%	-15%	3%	-2%
MBNL1-CUG inh	-1%	-6%	-1%	/	-5%	-15%	-6%	6%
TRPV1 ag	1	1	24	/	?	-1	-4	-2
GALK inhibitor	0%	2%	0%	/	-2%	3%	-2%	0%
KCNH2 3.1 block	-3	/	4	0	7	-10	5	15
hERG WT inh	3	/	-12	-6	7	7	1	5
A-T KAP1 phos	-2%	19%	3%	/	3%	5%	7%	0%

# Three of the compounds above, with tabs.
No.	smiles	a7 integrin act	Coupling enz	ASM inhibitor	MLL CXXC-DNA inh	MBNL1-CUG inh	TRPV1 ag	GALK inhibitor	KCNH2 3.1 block	hERG WT inh	A-T KAP1 phos
6	CCSc1nc2c(c(=O)[nH]c(=O)n2C)n1C	5%	0	2%	-15%	-15%	-1	3%	-10	7	5%
7	COC(=O)c1ccc(NC(=O)CSc2nncn2-c2cccnc2)cc1	4%	0	-2%	3%	-6%	-4	-2%	5	1	7%
8	CCc1c(C)nc2ncnn2c1Nc1ccccc1C	-21%	2	2%	-2%	6%	-2	0%	15	5	0%

# Complete entries as entered above.
# Shown for COC(=O)c1ccc(NC(=O)CSc2nncn2-c2cccnc2)cc1 = a7 integrin act: 4%; Coupling enz: 0; ASM inhibitor: -2%; MLL CXXC-DNA inh: 3%; MBNL1-CUG inh: -6%; TRPV1 ag: -4; GALK inhibitor: -2%; KCNH2 3.1 block: 5; hERG WT inh: 1; A-T KAP1 phos: 7%
# Shown for CCSc1nc2c(c(=O)[nH]c(=O)n2C)n1C = a7 integrin act: 5%; Coupling enz: 0; ASM inhibitor: 2%; MLL CXXC-DNA inh: -15%; MBNL1-CUG inh: -15%; TRPV1 ag: -1; GALK inhibitor: 3%; KCNH2 3.1 block: -10; hERG WT inh: 7; A-T KAP1 phos: 5%

# Later entries
[9] O=C(Cn1cc2c(n1)CCCC2)Nc1ccccc1Cl
[10] Cc1ccc(N(C)S(=O)(=O)c2c[nH]c3ccc([N+](=O)[O-])cc23)cc1
[11] Cc1cc(NC(=O)CSc2nc3ccccc3c(=O)n2C(C)c2ccccc2)no1 (stereo not given)
[12] O=C(CN1c2ccccc2Sc2ccccc21)NNC(=S)Nc1ccc(Cl)cc1
[13] O=[N+]([O-])c1ccc(NN=Cc2ccc(O)cc2O)nc1
[14] CCN(CC)S(=O)(=O)c1ccc(O)c(NC(=O)COc2ccc(S(=O)(=O)N3CCOCC3)cc2)c1
[15] COCCN(C(=O)Nc1ccc(F)cc1F)c1nc2ccccc2s1
[16] O=c1c2ccccc2nc2c3ccccc3c(NCc3ccccn3)nn12
Compound	9	10	11	12	13	14	15	16
a7 integrin act	-6%	26%	-35%[inhibitor]	-24%	-25%	-2%	24%	-25%
Coupling enz	0	/	-4	8	/	/	1	3
ASM inhibitor	1%	-12%	-6%	-25%	1%	-1%	1%	405%[activator]
MLL CXXC-DNA inh	-3%	3%	15%	-5%	/	/	-9%	-7%
MBNL1-CUG inh	0%	2%	1%	-9%	/	/	-8%	1%
TRPV1 ag	0	-3	8	0	/	/	2	0
GALK inhibitor	-2%	-1%	0%	-1%	/	/	3%	1%
KCNH2 3.1 block	-1	-2	-3	-7	3	2	5	-2
hERG WT inh	-7	-4	2	0	-3	12	4	-4
A-T KAP1 phos	9%	14%	/	1%	/	/	17%	15%

[17] O=C(OCC(=O)c1ccc[nH]1)c1ccccc1
[18] COCC1CCN(C(=O)CCc2nnc(CCCCc3ccccc3)o2)CC1
[19] Cc1cc(C)nc(Nc2ncc(O)n2-c2ccc(C)c(Cl)c2)n1
[20] COc1cc(N)c(Cl)cc1C(=O)OCC(=O)Nc1cccnc1Cl
[21] CCOC(=O)Cc1csc(/N=C/c2c(O)n(-c3ccc(C)c(C)c3)c(=O)c3ccccc23)n1
[22] CC(CC(=O)Nc1ccccc1)NCCCN1CCCC1=O (stereo not given)
[23] O=c1oc(C2(O)CCCCC2)cc2ccc(Br)cc12
[24] CCOC(=O)CSc1nnc(CSc2nc(C)cc(C)n2)n1Cc1ccco1
Compound	17	18	19	20	21	22	23	24
a7 integrin act	15%	-12%	-24%	0%	16%	-15%	0%	-7%
Coupling enz	0	-1	3	/	2	2	/	3
ASM inhibitor	0%	1%	0%	/	21%	-4%	-7%	0%
MLL CXXC-DNA inh	14%	-6%	8%	/	9%	-1%	/	7%
MBNL1-CUG inh	-1%	-3%	1%	/	-6%	-11%	/	-4%
TRPV1 ag	-1	5	6	-6	-5	-1	-1	1
GALK inhibitor	1%	-1%	0%	/	-1%	/	/	-2%
KCNH2 3.1 block	-9	-4	-16	-2	-24	-13	/	7
hERG WT inh	-4	-9	5	0	0	6	/	8
A-T KAP1 phos	7%	2%	-3%	-14%	2%	-3%	5%	-2%

# Two of these compounds in a different format.
18. COCC1CCN(C(=O)CCc2nnc(CCCCc3ccccc3)o2)CC1
  a7 integrin act = -12%; Coupling enz = -1; ASM inhibitor = 1%; MLL CXXC-DNA inh = -6%; MBNL1-CUG inh = -3%; TRPV1 ag = 5; GALK inhibitor = -1%; KCNH2 3.1 block = -4; hERG WT inh = -9; A-T KAP1 phos = 2%
24. CCOC(=O)CSc1nnc(CSc2nc(C)cc(C)n2)n1Cc1ccco1
  a7 integrin act = -7%; Coupling enz = 3; ASM inhibitor = 0%; MLL CXXC-DNA inh = 7%; MBNL1-CUG inh = -4%; TRPV1 ag = 1; GALK inhibitor = -2%; KCNH2 3.1 block = 7; hERG WT inh = 8; A-T KAP1 phos = -2%

# Next entries:
[25] CN(Cc1ccccc1)C(=O)C1CCCN1S(=O)(=O)c1ccc(Cl)cc1 (stereo not given)
[26] O=C(CSCc1ccc(Cl)cc1)Nc1ccc(-c2nnc(-c3ccccc3)o2)cc1
[27] COC(=O)[C@]12C(=O)NC[C@H](CN1c1ccc(C(F)(F)F)cc1)N2C
[28] CCC(C)NC(=O)CNC(=O)Cn1c(C)cc2ccccc2c1=O (stereo not given)
Compound	25	26	27	28
a7 integrin act	9%	26%	-22%	-13%
Coupling enz	/	1	/	2
ASM inhibitor	3%	8%	0%	0%
MLL CXXC-DNA inh	/	13%	/	4%
MBNL1-CUG inh	/	-27%	/	-9%
TRPV1 ag	1	-1	/	2
GALK inhibitor	/	1%	/	3%
KCNH2 3.1 block	0	-5	9	-9
hERG WT inh	-3	3	7	-6
A-T KAP1 phos	-8%	1%	-7%	-3%
